NCI-60 one-dose screen, 48 h, at 10 µM unless noted. Numbers give growth in % (100 = growth as untreated, 0 = no growth, -100 = all killed).
RPMI-8226: RPMI-8226 leukemia cells. hit rate 7.5% among 77,000. AID 1794781
SR: SR leukemia cells. hit rate 8.7% among 73,000. AID 1794780
MDA-MB-231: MDA-MB-231 breast cancer. hit rate 5% among 81,000. AID 1794789
MCF7: MCF7 breast cancer. hit rate 6.3% among 82,000
MOLT-4: MOLT-4 leukemia cells. hit rate 6.9% among 80,000
MDA-MB-435: MDA-MB-435 melanoma; hit rate 7.8% among 82,000; AID 1794794
MDA-MB-468: MDA-MB-468 breast cancer. hit rate 8.5% among 78,000. AID 2202374
K-562: K-562 leukemia; AID 1794777; hit rate 7.4% among 78,000
Starred values were filed as active, the others as inactive; nt = no result given; & = joins results of further samples. The calls were made as follows: active = growth percent below 10; inactive = the rest.

Start of the data: the first 14 records, ahead of the listing:
SMILES	RPMI-8226	SR	MDA-MB-231	MCF7	MOLT-4	MDA-MB-435	MDA-MB-468	K-562
CC1=C(/C=C/C(C)=C/C=C/C(C)=C/CO)C(C)(C)CCC1	nt	95	102	125	98	107	103	nt
O=C1C[C@@H](c2ccccc2)Oc2cc(O)c(Cc3ccccc3O)c(O)c21	79	109	95	81	86	76	77	85
COc1ccccc1NC(N)=S	99	104	111	93	102	97	95	105
O=C1N=C(N2CCCCC2)S/C1=C\c1ccc(F)cc1	nt	79	98	83	94	99	108	91
COc1ccc2[nH]cc(-c3cc(-c4ccc(OC)c(OC)c4)nc(N)c3C#N)c2c1	90	84	62	83	99	105	82	99
COc1cc(-c2nc3sccn3c2-c2ccnc(S(C)=O)n2)ccc1F (stereo not drawn)	98	88	93	74	100	97	70	85
O=S(=O)(Nc1ccc(O)c(Sc2nc3ccccc3s2)c1)c1ccc(F)cc1	82	101	80	92	79	102	86	62
COc1cc(C(C)=C(c2ccc(OCCN(C)C)cc2)c2ccc(OCCN(C)C)cc2)ccc1F	107	99	102	94	108	108	93	93
COC1=C[C@H]2C[C@@]3(OC)[C@H](O)c4ccccc4N4C(=O)C(=O)N(C2c2ccccc2)[C@@]143 (stereo partly drawn)	107	103	112	98	107	106	108	104
CCCCN(CCCC)/N=N\N(CCCC)CCCC	102	99	106	94	100	94	99	113
CS(=O)(=O)NN	106	88	84	99	82	116	108	99
O=C(Cn1cc(COc2ncnc3c2cnn3-c2ccccc2)nn1)Nc1cccc2ccccc12	94	101	95	85	95	94	87	95
N#CCc1ccc(Cl)c(Cl)c1	105	109	119	94	112	101	101	119
CC1CN(CCCOC(=O)Nc2ccc(Cl)cc2)CCN1C(C)(C)C (stereo not drawn)	100	nt	102	99	103	102	104	91

This part in full, from the first entry:
SMILES	RPMI-8226	SR	MDA-MB-231	MCF7	MOLT-4	MDA-MB-435	MDA-MB-468	K-562
CC1=C(/C=C/C(C)=C/C=C/C(C)=C/CO)C(C)(C)CCC1	nt	95	102	125	98	107	103	nt
O=C1C[C@@H](c2ccccc2)Oc2cc(O)c(Cc3ccccc3O)c(O)c21	79	109	95	81	86	76	77	85
COc1ccccc1NC(N)=S	99	104	111	93	102	97	95	105
O=C1N=C(N2CCCCC2)S/C1=C\c1ccc(F)cc1	nt	79	98	83	94	99	108	91
COc1ccc2[nH]cc(-c3cc(-c4ccc(OC)c(OC)c4)nc(N)c3C#N)c2c1	90	84	62	83	99	105	82	99
COc1cc(-c2nc3sccn3c2-c2ccnc(S(C)=O)n2)ccc1F (stereo not drawn)	98	88	93	74	100	97	70	85
O=S(=O)(Nc1ccc(O)c(Sc2nc3ccccc3s2)c1)c1ccc(F)cc1	82	101	80	92	79	102	86	62
COc1cc(C(C)=C(c2ccc(OCCN(C)C)cc2)c2ccc(OCCN(C)C)cc2)ccc1F	107	99	102	94	108	108	93	93
COC1=C[C@H]2C[C@@]3(OC)[C@H](O)c4ccccc4N4C(=O)C(=O)N(C2c2ccccc2)[C@@]143 (stereo partly drawn)	107	103	112	98	107	106	108	104
CCCCN(CCCC)/N=N\N(CCCC)CCCC	102	99	106	94	100	94	99	113
CS(=O)(=O)NN	106	88	84	99	82	116	108	99
O=C(Cn1cc(COc2ncnc3c2cnn3-c2ccccc2)nn1)Nc1cccc2ccccc12	94	101	95	85	95	94	87	95
N#CCc1ccc(Cl)c(Cl)c1	105	109	119	94	112	101	101	119
CC1CN(CCCOC(=O)Nc2ccc(Cl)cc2)CCN1C(C)(C)C (stereo not drawn)	100	nt	102	99	103	102	104	91
Cc1ccc(NC2=C(Cl)C(=O)c3nc(C)ccc3C2=O)c(C)c1	-10*	10	12	-64*	1.4*	-90*	-70*	3.0*
C/C=C(\C)C(=O)N[C@H]1[C@@H](OC(C)=O)C[C@]2(C)C3CC[C@@]4(C)C(CC[C@@H]4C(C)N(C)C)C3CCC2[C@H]1O (stereo partly drawn)	nt	51	78	62	66	1.8*	nt	50
CC(C)(O)CC(=O)/C=C\c1ccc2c(c1)OCO2	103	98	104	91	99	105	108	100
CCOc1ccccc1/C=N\N=C(N/N=C/c1ccccc1OCC)N/N=C/c1ccccc1OCC	19	16	9.5*	3.5*	28	13	-30*	21
Nc1nc(N)nc(-c2ccccc2-c2nc(N)nc(N)n2)n1	80	84	117	93	102	113	123	111
O=[N+]([O-])CC(c1cccs1)c1c[nH]c2ccccc12 (stereo not drawn)	91	39	72	80	86	18	73	28
COc1ccc(Cl)cc1N	125	nt	103	104	132	122	127	110
COc1ccc(C2CC(c3ccccc3)=NN2c2nc(-c3ccco3)c(C#N)c(=O)[nH]2)cc1 (stereo not drawn)	102	85	99	66	91	106	104	89
Nc1ncc(-c2ccc(C(F)(F)F)cc2)s1	101	81	106	53	84	93	71	87
COC(=O)c1cc(NC(=O)Nc2cc(C(=O)OC)n(C)n2)nn1C	93	108	97	146	103	89	nt	88
COc1cc(/C=C2/C(=O)NC(=N)N2C)ccc1O	111	104	99	95	102	98	95	100
NS(=O)(=O)c1ccc(NC2OCC(O)C(O)C2O)cc1 (stereo not drawn)	11	27	111	13	96	99	103	37
Cc1ccc(-c2cc(-c3ccc(Br)s3)[nH]c(=O)c2C#N)s1	98	92	92	84	110	101	109	100
COc1ccc(C(=O)/C=C/c2c(Cl)c3c(c(OC)c2Cl)OCC(=O)N3)cc1	3.8*	3.7*	35	15	0.5*	7.2*	12	3.4*
Cn1cc(-c2cc3ncnc(Nc4ccc(CC(=O)Nc5cc(C(C)(C)C)nn5C)cc4)c3s2)cn1	nt	8.1*	48	55	17	58	34	17
COc1ccc(Sc2[nH]c(C(C)=O)c3ccccc23)cc1	41	8.4*	83	58	49	-23*	-6.0*	12
O=C(CSc1nnc(-c2cccs2)n1-c1ccccc1)Nc1ccccc1	100	61	76	80	94	58	49	50
CN(C)c1ccc(-c2cc(-c3c[nH]c4ccccc34)nc(-c3c[nH]c4ccccc34)c2C#N)cc1	69	32	100	49	98	82	82	40
CS(=O)(=O)c1nccc(-c2c(-c3cccc(OCc4ccccc4)c3)nc3occn23)n1	94	92	97	99	93	107	110	108
O=C(N=Nc1c(O)[nH]c2ccc(Br)cc12)c1cc(-c2ccc(Cl)cc2)nc2ccccc12	76	12	76	31	30	84	36	39
Cc1ccc(S(=O)(=O)OC2C(OCc3ccccc3)OCC(O)C2O)cc1 (stereo not drawn)	111	117	106	104	97	103	93	107
CSc1nc2c(c(=O)n1C)CN(Cc1ccccc1)C(C)=N2	41	69	77	97	90	118	63	92

Quoted at random: 2 records from the list
SMILES	RPMI-8226	SR	MDA-MB-231	MCF7	MOLT-4	MDA-MB-435	MDA-MB-468	K-562
CSc1nc2c(c(=O)n1C)CN(Cc1ccccc1)C(C)=N2	41	69	77	97	90	118	63	92
O=C(CSc1nnc(-c2cccs2)n1-c1ccccc1)Nc1ccccc1	100	61	76	80	94	58	49	50

Following part.
SMILES	RPMI-8226	SR	MDA-MB-231	MCF7	MOLT-4	MDA-MB-435	MDA-MB-468	K-562
CC(C)(C)CC1(C)NC(=O)NC1=O (stereo not drawn)	73	134	118	100	93	114	96	126
O=Cc1cn(S(=O)(=O)c2ccc(Cl)cc2)c2ccccc12	89	86	93	79	99	95	76	98
OC(c1ccccc1)(c1ccccc1)C(F)(F)C(F)(F)C(F)(F)F	nt	94	106	107	79	98	121	89
COc1ccc(C2=C/C(=C/c3ccc(-c4ccc(Cl)cc4)o3)C(=O)N2Cc2ccccc2)cc1	83	nt	88	83	83	95	96	89
CCOc1cc(\C=N/N=C(N)/C(N)=N\N=C/c2ccc(O)c(OCC)c2)ccc1O	95	89	95	92	59	99	111	83
Oc1ccccc1-n1c(-c2ccccc2)ccc1-c1ccccc1	14	32	63	61	35	50	66	52
Cn1c(N)c(NC=O)c(=O)n(C)c1=O	95	95	104	96	91	103	97	97
O=C(Nc1ccccc1)C(Cc1ccccc1)c1ccccc1 (stereo not drawn)	nt	103	87	99	90	102	101	105
c1cc2c(cc1-c1cnc3nonc3n1)OCO2	nt	21	75	50	80	103	85	59
NNC(=O)c1cnc2ccccc2n1	107	97	108	105	106	107	101	97
CNC[C@H](O)[C@@H](O)[C@H](O)[C@H](O)CO	117	87	101	95	83	98	105	nt
O=C(/C=C/c1cccc(Br)c1)c1cccc(OCCCCOc2cccc(C(=O)/C=C/c3cccc(Br)c3)c2)c1	57	99	101	90	90	105	102	90
COc1cc2nc(Cl)nc(Nc3cccc(C4=NN(C(C)=O)C(c5cc(OC)c(OC)c(OC)c5)C4)c3)c2cc1OC (stereo not drawn)	53	45	66	49	35	93	69	78
Nc1nc(Nc2ccc(F)c(Cl)c2)c2c(n1)-c1ccoc1CC2	84	83	89	72	88	103	55	77
O=C(O)c1ccc2c(c1)Cc1ccccc1-2	100	nt	nt	96	111	98	104	100
CC(C)NS(=O)(=O)c1cccc(-c2ccc3c4c(n(CCCN(C)C)c(=O)c3c2)-c2ccccc2C4=O)c1	81	-27*	84	39	68	93	99	-58*
CC(=O)NC1=C(C#N)C(c2ccccc2Cl)c2c(ccc3ccccc23)O1 (stereo not drawn)	56	37	67	42	50	-11*	14	19
O=C(O)/C(=C/C=C/c1ccccc1)c1csc(-c2nc(/C(=C\C=C\c3ccccc3)C(=O)O)cs2)n1	97	96	103	96	97	108	127	103
CN(C)CCOC(=O)C(c1ccccc1)c1ccccc1	105	107	103	93	89	105	94	101
Cc1cccc(/C=N\N=C\c2cccc(C)n2)n1	101	86	111	109	93	105	nt	nt
CCOC(=O)c1sc(NCC(=O)Nc2ccccc2[N+](=O)[O-])c(C(=O)OCC)c1C	56	79	82	78	68	97	97	83
CC(C)CCN1C(=O)C(O)(CC(=O)c2ccc(C#N)cc2)c2ccccc21 (stereo not drawn)	87	34	101	107	88	115	nt	75
O=C(c1ccc(Cl)cc1)C(NCCO)c1ccc(Cl)cc1 (stereo not drawn)	113&79	88&93	98&96	97&103	97&87	108&98	114&84	105&90
C=C1CC[C@@H]2[C@](C)(COC(C)=O)[C@H](OC(C)=O)CC[C@@]2(C)[C@@H]1CC(NCCCC)C1=CCOC1=O (stereo partly drawn)	60	49	79	83	56	89	66	70
N#Cc1c(N)nc(Nc2nc3ccccc3[nH]2)nc1-c1ccc(Cl)cc1Cl	102	105	105	94	102	105	101	123
O=C(Nc1ncc(Cc2ccccc2)s1)c1sc2ccccc2c1Cl	28	16	56	14	31	-65*	7.1*	12
O=C(c1ccccc1)c1c(-c2ccccc2)oc2ccccc2c1=O	91	88	97	102	nt	105	109	93
COc1ccc(-n2c(SCC(=O)NNC(=S)NC(=O)c3ccccc3)nc3cc(OC)c(OC)cc3c2=O)cc1	86	77	85	93	79	92	78	91
O=C(Nc1nc2ccc(Cl)cc2s1)c1cc(-c2ccc(Cl)cc2)n2nc(-c3ccccc3)cc2n1	95	103	97	101	102	106	nt	102
CC(C)(C)OC(=O)c1ccccc1	108	100	105	101	86	105	112	95
Cc1cccc(OCC(O)CN2CCCCC2)c1 (stereo not drawn)	126	78	109	101	101	123	112	nt
CS(=O)(=O)c1ccc(-c2nc3ccccn3c2/C=N/NC(=S)Nc2ccccc2)cc1	54	89	96	85	70	94	103	69
Cc1nn(-c2ccccc2)c2c1N=c1s/c(=C\c3ccc(Cl)cc3)c(=O)n1C(C)N2 (stereo not drawn)	69	142	90	75	130	88	93	102
Oc1ccc(-c2ccc3c(c2)ncn3-c2ccc(O)cc2)cc1	94	82	85	85	91	95	111	68
CC1(C)NCCC[C@]2(C)[C@H]3C/C(=N\O)C4[C@@H]5C[C@@](C)(CO)CC[C@]5(C)CC[C@@]4(C)[C@]3(C)CC[C@@H]12 (stereo partly drawn)	111	81	94	87	80	111	89	81
CS(=O)(=O)c1ccc(-c2[nH]c3ccccc3c2/C=N/NC(N)=S)cc1	103	nt	107	89	101	103	79	nt
COc1ccc(NCc2ccc(CO)n2-c2ccc(O)cc2)cc1	101	99	101	102	106	106	97	104
Cn1c(=O)c2c(nc(Sc3nc(N)cc(=O)[nH]3)n2Cc2ccccc2)n(C)c1=O	94	nt	96	96	107	101	96	96
CC(C)=NOC(=O)Nc1ccc(Cl)cc1	92	64	91	92	84	69	106	51
Fc1cc(-c2nnc3n2NC(=Nc2ccc(Cl)cc2)CS3)c(Cl)cc1Cl	67	nt	104	87	87	64	nt	51
CCOC(=O)N1CCC(C)CC1	109	nt	94	99	nt	102	101	105
CCCCCCCC/C=C\CCCCCCCCCCCCOc1ccc(CCOP(=O)(O)OCC[N+](C)(C)C)cc1	nt	89	98	91	101	102	101	90
N#CCC(=O)Nc1nc2ccccc2nc1NC(=O)CC#N	nt	88	88	107	98	109	92	97
COc1ccc(CCNc2nc3cc(N)cc(N)c3nc2-c2ccccc2)cc1OC	81	nt	66	78	nt	103	nt	nt
CCCCNc1nc2c([nH]1)c(=O)n(C)c(=O)n2C	97	91	97	105	118	108	113	110
CC1(C)[C@@H]2CC[C@]1(C)[C@H](OC(=O)CSC#N)C2	110	100	110	95	93	106	114	102
COc1ccc(/C=C/C(=O)c2ccc(NC(=O)CSc3nnc(-c4ccc(Cl)cc4)o3)cc2)cc1OC	83	80	114	82	87	104	108	87
ON=C(CCc1ccccc1)CCc1ccccc1	102	88	88	108	86	116	98	81
C(=N/N=C(N/N=C/c1ccccc1)N/N=C/c1ccccc1)/c1ccccc1	99	nt	93	86	111	105	nt	nt
O=C(CSc1nnc(Cn2c(C(F)(F)F)nc3ccccc32)o1)Nc1ccc(F)cc1	105	100	123	96	107	108	106	101
O=C(Nc1ccccc1)Nc1ccc(C(=O)/C=C2\C(=O)Nc3ccccc32)cc1	88	44	92	90	69	93	110	62
CC1=Nc2cnc(Nc3ccc(OCCN4CCCCC4)cc3)nc2Nc2ccccc21	63	34	61	68	25	56	63	24
O=C1OC(=O)C2=C1C1c3ccccc3C2c2ccccc21	102	87	121	97	96	108	115	96
O=S(=O)(Cc1c[nH]c2ccccc12)c1ccccc1	97	93	108	96	101	98	93	97
CCOC(=O)C1C(C)=CC(=O)CC1C(C)C (stereo not drawn)	111	39	117	93	nt	nt	125	111
